NSD2 inh: inhibitors of human NSD2 methyltransferase. NSD2-SET H3K36me1 DELFIA fluorescence, biochemical. inhibition, % at 12.5 µM. actives 0.07% (n = 44,000). AID 624260; in the data active means inhibition above about 54%, passing the limit was not always enough;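 further: inhibitors reduce the monomethyl H3K36 fluorescence signal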
Target sequence (O96028 whole entry, looked up): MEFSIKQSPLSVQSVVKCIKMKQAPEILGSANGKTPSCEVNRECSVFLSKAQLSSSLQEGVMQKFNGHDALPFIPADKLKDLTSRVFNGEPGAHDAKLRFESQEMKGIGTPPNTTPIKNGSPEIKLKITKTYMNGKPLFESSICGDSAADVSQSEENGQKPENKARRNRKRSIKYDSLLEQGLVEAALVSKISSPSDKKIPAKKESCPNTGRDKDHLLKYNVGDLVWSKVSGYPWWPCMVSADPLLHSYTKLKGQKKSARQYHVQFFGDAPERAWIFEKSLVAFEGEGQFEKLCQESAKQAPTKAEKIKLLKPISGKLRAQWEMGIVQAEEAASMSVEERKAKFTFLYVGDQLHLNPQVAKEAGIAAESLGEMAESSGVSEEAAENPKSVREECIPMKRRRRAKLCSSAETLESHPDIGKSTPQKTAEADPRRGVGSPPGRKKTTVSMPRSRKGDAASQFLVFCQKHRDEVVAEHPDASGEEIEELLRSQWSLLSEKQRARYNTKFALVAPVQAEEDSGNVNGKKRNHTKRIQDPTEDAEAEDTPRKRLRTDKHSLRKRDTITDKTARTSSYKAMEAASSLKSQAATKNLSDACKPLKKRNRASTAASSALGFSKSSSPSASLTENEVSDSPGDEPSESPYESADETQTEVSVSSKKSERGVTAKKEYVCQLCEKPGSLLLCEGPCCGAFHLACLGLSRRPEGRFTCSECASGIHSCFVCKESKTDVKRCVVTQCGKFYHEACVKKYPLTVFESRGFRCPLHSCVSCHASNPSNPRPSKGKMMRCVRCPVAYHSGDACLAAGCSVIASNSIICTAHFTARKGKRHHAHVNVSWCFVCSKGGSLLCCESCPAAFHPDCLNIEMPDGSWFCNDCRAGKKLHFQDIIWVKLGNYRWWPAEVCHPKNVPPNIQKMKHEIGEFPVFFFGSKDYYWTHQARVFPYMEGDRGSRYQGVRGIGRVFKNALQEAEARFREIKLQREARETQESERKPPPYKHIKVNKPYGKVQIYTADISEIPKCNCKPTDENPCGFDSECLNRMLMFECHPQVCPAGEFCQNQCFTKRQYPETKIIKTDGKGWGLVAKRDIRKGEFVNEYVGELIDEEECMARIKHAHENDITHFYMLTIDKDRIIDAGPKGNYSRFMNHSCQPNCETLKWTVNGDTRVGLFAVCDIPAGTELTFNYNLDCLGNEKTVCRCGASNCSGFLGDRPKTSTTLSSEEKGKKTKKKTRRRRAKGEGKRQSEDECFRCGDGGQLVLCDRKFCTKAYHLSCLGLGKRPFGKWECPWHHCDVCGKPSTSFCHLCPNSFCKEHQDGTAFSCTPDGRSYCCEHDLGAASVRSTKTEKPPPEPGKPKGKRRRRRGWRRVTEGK
* hit, by the source's call. The list is partial; count on the stated rates, not on these rows.

SMILES | NSD2 inh
CC(=O)O[C@H]1C[C@@H](OC(C)=O)C(C)(C)C2C[C@@H](OC(C)=O)[C@@]3(C)C4=CC(=O)O[C@@H](c5ccoc5)[C@]4(C)CCC3[C@]21C (stereo not given in full) | 6
O=C(NCc1ccc(F)cc1)[C@@H]1C[C@@H]2C(=O)N3CCC[C@H]3C(=O)N2[C@@H]1c1ccc(O)cc1 | 4
COc1ccc(S(=O)(=O)Nc2cccc3c2O[C@H](CN(C)C)[C@H](C)CN([C@@H](C)CO)C3=O)cc1 | 9
C[C@@H]1CN([C@H](C)CO)C(=O)c2cccc(NC(=O)c3ccncc3)c2O[C@@H]1CN(C)Cc1ccc(C(=O)Nc2ccccc2N)cc1 | -1
C[C@@H]1CN([C@@H](C)CO)C(=O)Cc2cc(NC(=O)CCN3CCOCC3)ccc2O[C@H]1CN(C)Cc1ccc(Oc2ccccc2)cc1 | 4
C=C1C(=O)[C@@]23CCC4[C@](C)(C(=O)O)CCC[C@@]4(C)[C@@H]2CC[C@@H]1C3 (stereo not given in full) | -1
C[C@@H]1CN([C@@H](C)CO)C(=O)c2cccc(NC(=O)c3nc4ccccc4s3)c2O[C@@H]1CN(C)Cc1ccc(Cl)c(Cl)c1 | -4
C[C@H]1CCCCO[C@@H](CN(C)C)[C@@H](C)CN([C@@H](C)CO)C(=O)c2cc(NC(=O)c3ccccc3)ccc2O1 | 18
COc1ccc(NC(=O)Nc2ccc3c(c2)C(=O)N([C@H](C)CO)C[C@@H](C)[C@H](CN(C)Cc2ccc4c(c2)OCO4)OCCCC[C@H](C)O3)cc1 | 1
C[C@H](CO)N1C[C@H](C)[C@H](CN(C)S(=O)(=O)c2ccc(F)cc2)Oc2ccc(NC(=O)CCC(F)(F)F)cc2C1=O | -3
C[C@@H]1CN([C@H](C)CO)C(=O)c2cc(N(C)C)ccc2O[C@@H]1CN(C)Cc1ccc(Oc2ccccc2)cc1 | -2
C[C@@H]1CCCCO[C@@H](CN(C)S(=O)(=O)c2ccc(Cl)cc2)[C@@H](C)CN([C@@H](C)CO)C(=O)c2cc(NC(=O)CCCN(C)C)ccc2O1 | -1
C[C@H]1CN([C@@H](C)CO)C(=O)c2cccc(NC(=O)C3CCOCC3)c2O[C@@H]1CN(C)S(=O)(=O)c1ccc(F)cc1 | 2
COc1ccc(S(=O)(=O)Nc2ccc3c(c2)C(=O)N([C@H](C)CO)C[C@@H](C)[C@H](CN(C)Cc2ccncc2)OCCCC[C@@H](C)O3)cc1 | 12
C[C@@H]1CN([C@@H](C)CO)C(=O)c2cc(NS(=O)(=O)c3cccs3)ccc2O[C@@H]1CN(C)Cc1ccncc1 | 9
C[C@@H]1CN([C@H](C)CO)C(=O)Cc2cc(NC(=O)NC3CCCCC3)ccc2O[C@H]1CN(C)C(=O)Nc1ccc(F)cc1 | 2
C[C@H]1CN([C@@H](C)CO)C(=O)c2cc(C#Cc3cccnc3)cnc2O[C@H]1CN(C)C(=O)CN(C)C | 0
CCC(=O)N(C)C[C@H]1Oc2cc(-c3ccc(C)cc3)ccc2S(=O)(=O)N([C@H](C)CO)C[C@@H]1C | -3
CC(C)C[C@](O)(C(=O)OCc1ccc(O[C@@H]2O[C@H](CO)[C@@H](O)[C@H](O)[C@H]2O)cc1)[C@H](O)C(=O)OCc1ccc(O[C@@H]2O[C@H](CO)[C@@H](O)[C@H](O)[C@H]2O)cc1 | 8
C/C=C/c1ccc2c(c1)O[C@@H](CN(C)C(=O)CN(C)C)[C@H](C)CN([C@H](C)CO)S2(=O)=O | 3
C[C@H]1CCCCO[C@@H](CN(C)C)[C@@H](C)CN([C@@H](C)CO)C(=O)c2cc(NC(=O)Nc3ccc(F)cc3)ccc2O1 | 5
O=C1C(Cl)=C(NCCN2CCOCC2)C(=O)c2ncccc21 | 90*
C[C@H](CO)N1C[C@H](C)[C@H](CN(C)S(=O)(=O)c2ccc(F)cc2)OCCCC[C@H](C)Oc2ccc(NC(=O)CCCCCC(=O)Nc3ccccc3N)cc2C1=O | -4
COCC#Cc1cnc2c(c1)C(=O)N([C@@H](C)CO)C[C@H](C)[C@H](CN(C)C(=O)CCN1CCCCC1)O2 | 5
C[C@H](CO)N1C[C@H](C)[C@@H](CN(C)C(=O)Cc2ccccc2)OCCCC[C@H](C)Oc2ccc(NC(=O)c3ccccc3)cc2C1=O | 7
C[C@@H]1CCCCO[C@@H](CN(C)C(=O)Nc2cccc3ccccc23)[C@@H](C)CN([C@H](C)CO)C(=O)c2cc(NC(=O)Nc3cccc4ccccc34)ccc2O1 | 9
C[C@H]1CN([C@@H](C)CO)C(=O)c2cccc(NS(=O)(=O)c3cccs3)c2O[C@H]1CN(C)Cc1ccccc1 | 1
COc1ccccc1-c1cnc2c(c1)C(=O)N([C@@H](C)CO)C[C@H](C)[C@@H](CN(C)Cc1cccc(F)c1)O2 | 10
C[C@H]1CN([C@@H](C)CO)S(=O)(=O)c2ccc(C#CC3CCCC3)cc2O[C@@H]1CN(C)C(=O)Cc1ccccc1 | 8
Cc1noc(C)c1NC(=O)N(C)C[C@H]1Oc2ccc(NC(=O)CCN3CCOCC3)cc2C(=O)N([C@H](C)CO)C[C@H]1C | 4
C[C@@H]1CCCCO[C@H](CN(C)C(=O)Nc2ccc(C(F)(F)F)cc2)[C@@H](C)CN([C@H](C)CO)C(=O)c2cc(NC(=O)Nc3ccc(F)cc3)ccc2O1 | -4
C[C@@H]1CCCCO[C@@H](CN(C)S(=O)(=O)c2ccc(Cl)cc2)[C@@H](C)CN([C@H](C)CO)C(=O)c2cc(NC(=O)CCCN(C)C)ccc2O1 | 1
Cc1noc(C)c1NC(=O)Nc1ccc2c(c1)C(=O)N([C@@H](C)CO)C[C@H](C)[C@H](CN(C)C)O2 | -3
C[C@H]1CN([C@@H](C)CO)C(=O)c2cccc(NC(=O)Nc3ccc4c(c3)OCO4)c2O[C@H]1CN(C)C(=O)Nc1ccc2c(c1)OCO2 | -1
C[C@@H]1CN([C@H](C)CO)C(=O)Cc2cc(NS(=O)(=O)c3ccc(F)cc3)ccc2O[C@@H]1CN(C)C(=O)Nc1ccc(F)cc1 | 16
CC(=O)c1ccccc1OCC(O)CNC1CCCC1 (stereo not given) | 2
C/C=C/c1ccc2c(c1)O[C@H](CN(C)C(=O)Nc1ccc(C(F)(F)F)cc1)[C@@H](C)CN([C@H](C)CO)S2(=O)=O | -5
C[C@@H]1CN([C@H](C)CO)C(=O)Cc2cc(NS(=O)(=O)c3ccc(Cl)cc3)ccc2O[C@H]1CN(C)S(=O)(=O)c1ccccc1 | -1
CCCC#Cc1ccc2c(c1)O[C@H](CN(C)S(=O)(=O)c1cccc(F)c1)[C@@H](C)CN([C@H](C)CO)S2(=O)=O | -4
C[C@@H]1CCCCO[C@H](CN(C)Cc2ccc(C(=O)O)cc2)[C@@H](C)CN([C@H](C)CO)C(=O)c2cc(NS(=O)(=O)c3cn(C)cn3)ccc2O1 | 2
CCOc1ccccc1C1CC(=O)NC(C)=C1C(=O)OCC1CCCCC1 (stereo not given) | 0
Cc1noc(C)c1S(=O)(=O)Nc1ccc2c(c1)C(=O)N([C@H](C)CO)C[C@H](C)[C@H](CN(C)CC1CCCCC1)OCCCC[C@H](C)O2 | -1
C[C@@H]1CCCCO[C@H](CN(C)C(=O)C2CCCCC2)[C@@H](C)CN([C@H](C)CO)C(=O)c2cc(NC(=O)Nc3ccccc3)ccc2O1 | 28
C[C@@H]1CN([C@H](C)CO)C(=O)c2cc(C3=CCCCC3)cnc2O[C@H]1CN(C)C(=O)Cc1ccccc1 | -7
C[C@H](CO)N1C[C@H](C)[C@H](CN(C)Cc2ccc3c(c2)OCO3)Oc2ncc(C#CCN(C)C)cc2C1=O | -1
O=C(C[C@@H]1C[C@@H]2c3cc(NC(=O)C4CCOCC4)ccc3O[C@@H]2[C@@H](CO)O1)NCc1cccnc1 | -1
COc1ccc(S(=O)(=O)N(C)C[C@H]2OCCCC[C@H](C)Oc3ccc(NC(=O)Nc4ccc(F)cc4)cc3C(=O)N([C@H](C)CO)C[C@H]2C)cc1 | -1
N#C/C(=C/c1ccc(O)c(O)c1)C(=O)OC/C=C/c1ccccc1 | -11
C[C@H]1CN([C@@H](C)CO)S(=O)(=O)c2ccc(C#Cc3ccccc3)cc2O[C@H]1CN(C)CC1CC1 | 6
C[C@H](CO)N1C[C@H](C)[C@@H](CN(C)S(=O)(=O)c2ccc(Cl)cc2)Oc2c(NC(=O)NC3CCCCC3)cccc2C1=O | 0

The listing continues.
SMILES | NSD2 inh
C[C@H](CO)N1C[C@H](C)[C@H](CN(C)Cc2ccc(-c3ccccc3)cc2)Oc2ccc(NC(=O)Nc3ccc(C(F)(F)F)cc3)cc2C1=O | -15
CC(C)CC#Cc1ccc2c(c1)O[C@@H](CN(C)C(=O)Cc1cccnc1)[C@@H](C)CN([C@H](C)CO)S2(=O)=O | 0
C[C@@H]1CN([C@@H](C)CO)C(=O)c2cc(NS(=O)(=O)c3ccc(Cl)cc3)ccc2O[C@@H](C)CCCCO[C@H]1CN(C)Cc1ccc(C(F)(F)F)cc1 | -4
C[C@@H]1CCCCO[C@@H](CN(C)Cc2ccc(C(F)(F)F)cc2)[C@H](C)CN([C@@H](C)CO)C(=O)c2cc(NC(=O)c3ccncc3)ccc2O1 | -5
CCCN(C)C[C@H]1Oc2ncc(C#CC3CCCCC3)cc2C(=O)N([C@H](C)CO)C[C@H]1C | 0
Cc1noc(C)c1S(=O)(=O)Nc1ccc2c(c1)CC(=O)N([C@@H](C)CO)C[C@H](C)[C@H](CN(C)Cc1ccc(Oc3ccccc3)cc1)O2 | -9
C[C@H]1CN([C@@H](C)CO)C(=O)c2cccc(NC(=O)Nc3ccc4c(c3)OCO4)c2O[C@H]1CN(C)Cc1ccc(C(=O)Nc2ccccc2N)cc1 | 5
C[C@@H]1CN([C@H](C)CO)C(=O)Cc2cc(NC(=O)Nc3cccc4ccccc34)ccc2O[C@H]1CN(C)Cc1ccc(C(=O)O)cc1 | 2
CC(C)NC(=O)Nc1cccc2c1O[C@@H](CN(C)C)[C@@H](C)CN([C@@H](C)CO)C2=O | 1
COc1ccc(NC(=O)N(C)C[C@@H]2Oc3ccc(NC(=O)Nc4ccccc4)cc3C(=O)N([C@H](C)CO)C[C@@H]2C)cc1 | -2
C[C@@H]1CN([C@H](C)CO)C(=O)Cc2cc(NS(=O)(=O)c3ccc(F)cc3)ccc2O[C@H]1CN(C)C(=O)Nc1ccc(F)cc1 | 2
Cc1ccc(S(=O)(=O)N(C)C[C@@H]2OCc3cnnn3CCCC(=O)N([C@@H](C)CO)C[C@@H]2C)cc1 | 1
C[C@H]1CN([C@@H](C)CO)C(=O)c2cc(NS(=O)(=O)c3cn(C)cn3)ccc2O[C@@H]1CN(C)C(=O)Nc1cccc2ccccc12 | 2
C[C@H]1CN([C@@H](C)CO)C(=O)c2cc(C#CC3(O)CCCC3)cnc2O[C@@H]1CN(C)Cc1cncnc1 | -3
COc1ccccc1-c1cnc2c(c1)C(=O)N([C@H](C)CO)C[C@H](C)[C@@H](CN(C)CC1CCOCC1)O2 | 4
C[C@@H]1CCCCO[C@@H](CN(C)Cc2ccncc2)[C@@H](C)CN([C@@H](C)CO)C(=O)c2cc(NC(=O)Cc3ccccc3)ccc2O1 | 3
COc1ccc(S(=O)(=O)Nc2cccc3c2O[C@@H](CN(C)C(=O)Nc2ccc(F)cc2)[C@@H](C)CN([C@@H](C)CO)C3=O)cc1 | 4
O=S(=O)(N[C@@H]1CCN(Cc2ccc(OCCO)cc2)C1)c1cc(C(F)(F)F)ccc1Cl | 30
Cc1cc(C(C)(C)C)cc(C)c1CC1=NCCN1 | 7
CNC[C@H]1Oc2ccc(NS(=O)(=O)c3cn(C)cn3)cc2C(=O)N([C@H](C)CO)C[C@@H]1C | 3
CN(C)c1ccc2c(c1)[C@H]1C[C@H](CC(=O)NCc3ccccn3)O[C@H](CO)[C@H]1O2 | 3
O=C(N/N=C/c1ccc(O)cc1)c1ccccn1 | 9
C[C@H]1CN([C@@H](C)CO)S(=O)(=O)c2ccc(C#Cc3ccccc3)cc2O[C@@H]1CN(C)C(=O)Cc1ccccn1 | 4
Cc1ccc(S(=O)(=O)N(C)C[C@@H]2OCCCC[C@H](C)Oc3ccc(NS(=O)(=O)c4ccccc4)cc3C(=O)N([C@@H](C)CO)C[C@@H]2C)cc1 | 3
O=C(CCCCCCC(=O)Nc1ccccc1O)N/N=C/c1ccccc1C(=O)O | 1
COC(=O)CCCCCCC(=O)N/N=C/c1cc(O)ccc1O | -2
COc1ccc(NC(=O)Nc2ccc3c(c2)CC(=O)N([C@@H](C)CO)C[C@H](C)[C@@H](CN(C)S(=O)(=O)c2cn(C)cn2)O3)cc1 | 6

By substructure: the compounds so far with an aryl methoxy group
SMILES | NSD2 inh
COc1ccc(S(=O)(=O)Nc2cccc3c2O[C@H](CN(C)C)[C@H](C)CN([C@@H](C)CO)C3=O)cc1 | 9
COc1ccc(NC(=O)Nc2ccc3c(c2)C(=O)N([C@H](C)CO)C[C@@H](C)[C@H](CN(C)Cc2ccc4c(c2)OCO4)OCCCC[C@H](C)O3)cc1 | 1
COc1ccc(S(=O)(=O)Nc2ccc3c(c2)C(=O)N([C@H](C)CO)C[C@@H](C)[C@H](CN(C)Cc2ccncc2)OCCCC[C@@H](C)O3)cc1 | 12
COc1ccccc1-c1cnc2c(c1)C(=O)N([C@@H](C)CO)C[C@H](C)[C@@H](CN(C)Cc1cccc(F)c1)O2 | 10
COc1ccc(S(=O)(=O)N(C)C[C@H]2OCCCC[C@H](C)Oc3ccc(NC(=O)Nc4ccc(F)cc4)cc3C(=O)N([C@H](C)CO)C[C@H]2C)cc1 | -1
COc1ccc(NC(=O)N(C)C[C@@H]2Oc3ccc(NC(=O)Nc4ccccc4)cc3C(=O)N([C@H](C)CO)C[C@@H]2C)cc1 | -2
COc1ccccc1-c1cnc2c(c1)C(=O)N([C@H](C)CO)C[C@H](C)[C@@H](CN(C)CC1CCOCC1)O2 | 4
COc1ccc(S(=O)(=O)Nc2cccc3c2O[C@@H](CN(C)C(=O)Nc2ccc(F)cc2)[C@@H](C)CN([C@@H](C)CO)C3=O)cc1 | 4
COc1ccc(NC(=O)Nc2ccc3c(c2)CC(=O)N([C@@H](C)CO)C[C@H](C)[C@@H](CN(C)S(=O)(=O)c2cn(C)cn2)O3)cc1 | 6

Screening results deposited in PubChem by Broad Institute.
